# AMPAR-TARP mod: modulators of AMPA receptor GluA2-stargazin complexes. 40,000 tested, 3.5% active. AID 1259245. calls only at 30 µM. O88602+P19491. HEK293 GluA2+stargazin, membrane potential dye (FDSS), glutamate EC50; hits were called plate by plate, in both directions;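 active means any of four per-well response measures lying three or more SD from its plate-wide compound average, in either direction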
# Target sequence (O88602 whole entry, looked up): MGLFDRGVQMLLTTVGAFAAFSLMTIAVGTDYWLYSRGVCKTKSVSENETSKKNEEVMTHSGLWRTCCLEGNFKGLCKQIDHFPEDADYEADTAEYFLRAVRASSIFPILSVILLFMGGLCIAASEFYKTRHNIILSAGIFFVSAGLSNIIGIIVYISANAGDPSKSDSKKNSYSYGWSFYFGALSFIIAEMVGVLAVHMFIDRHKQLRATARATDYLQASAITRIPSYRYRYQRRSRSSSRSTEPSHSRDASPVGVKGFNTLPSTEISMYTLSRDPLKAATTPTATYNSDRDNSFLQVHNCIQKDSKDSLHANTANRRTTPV
# Target sequence (P19491 whole entry, looked up): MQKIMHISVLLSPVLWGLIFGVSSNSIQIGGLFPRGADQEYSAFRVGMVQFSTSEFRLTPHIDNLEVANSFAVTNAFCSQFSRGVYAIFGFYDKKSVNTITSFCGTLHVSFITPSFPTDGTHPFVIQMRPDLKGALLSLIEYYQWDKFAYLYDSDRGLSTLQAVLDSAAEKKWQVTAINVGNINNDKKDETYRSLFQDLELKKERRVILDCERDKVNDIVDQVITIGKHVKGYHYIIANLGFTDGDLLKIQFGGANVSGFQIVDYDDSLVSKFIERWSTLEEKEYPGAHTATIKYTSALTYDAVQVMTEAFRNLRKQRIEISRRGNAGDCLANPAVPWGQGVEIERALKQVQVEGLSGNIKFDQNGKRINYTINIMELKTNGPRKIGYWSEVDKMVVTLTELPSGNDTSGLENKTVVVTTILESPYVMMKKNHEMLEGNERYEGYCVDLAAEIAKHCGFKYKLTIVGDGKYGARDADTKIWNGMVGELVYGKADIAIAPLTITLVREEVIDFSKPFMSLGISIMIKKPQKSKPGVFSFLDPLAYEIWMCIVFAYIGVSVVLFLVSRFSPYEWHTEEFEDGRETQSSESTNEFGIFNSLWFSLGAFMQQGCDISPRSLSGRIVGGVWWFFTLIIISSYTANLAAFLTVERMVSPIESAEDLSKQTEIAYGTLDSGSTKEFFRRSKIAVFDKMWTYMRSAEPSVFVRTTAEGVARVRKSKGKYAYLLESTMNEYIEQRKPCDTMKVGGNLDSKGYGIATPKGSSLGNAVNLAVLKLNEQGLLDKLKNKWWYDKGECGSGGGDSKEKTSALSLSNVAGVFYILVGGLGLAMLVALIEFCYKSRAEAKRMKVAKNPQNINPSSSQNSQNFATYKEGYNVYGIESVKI
# AMPAR-TARP mod agonism max-min: also measured in AMPAR-TARP mod; calls as there; compound max-min signal; compound-alone response (agonism);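 unitless range of fluorescence divided by baseline over first 100 seconds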
# AMPAR-TARP mod glutamate slope: second read-out of AMPAR-TARP mod, no call of its own (marks repeat the call); glutamate slope, % of max; measured here: glutamate response slope, % max;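 scaled per plate between vehicle wells and maximal 1 mM glutamate control wells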
# Active calls of the source: *; i = inactive; + = active, no number.
# The line under a structure holds: AMPAR-TARP mod glutamate slope | AMPAR-TARP mod | AMPAR-TARP mod agonism max-min
O=C(NCCC(O)c1ccccc1)c1ccccc1Cl (centres undefined)
  63.8 | i | 0.034
CCOCCn1c(=O)c2c(nc3n2CC(C)CN3c2ccc(C)cc2)n(C)c1=O (centres undefined)
  73.4 | i | 0.0989
O=C(Cn1nc(-c2ccc3c(c2)OCO3)ccc1=O)NCc1cccs1
  89.3 | i | 0.0983
Cc1cc(=O)[nH]c(SCC(=O)N2CCCc3ccccc32)n1
  49.0 | i | 0.0907
CCCNC(=O)Cn1cc(OC)c(=O)cc1CSc1nc(C)cc(C)n1
  55.9* | + | 0.178*
Cc1nc(-n2cccc2)sc1C(=O)NCc1ccc(C(C)C)cc1
  50.5 | i | 0.0994
O=C(Nc1ccccc1Oc1ccccc1)c1ccno1
  62.8 | i | 0.0648
COc1ccc(F)cc1S(=O)(=O)N1CCN(c2ccc(-c3ccccc3)nn2)CC1
  72.5 | i | 0.0754
O=C1CN(c2ccccc2NC(=O)NC2CCCCC2)CCN1
  61.0 | i | 0.0948
COc1ccc(N2C(=O)C(F)(F)C2c2ccccc2F)cc1 (centres undefined)
  65.1 | i | 0.12
CCC(C)NC(=O)c1snc(C(=O)NC(C)C)c1N (centres undefined)
  59.8 | i | 0.0954
COc1ccc(NC(=O)CCCS(=O)(=O)c2ccc(Cl)cc2)c([N+](=O)[O-])c1
  62.0 | i | 0.11
COc1ccc(NC(=O)N2CCN(c3ccc4nnc(C5CC5)n4n3)CC2)c(OC)c1
  44.2 | i | 0.0651
Cn1nnc2c(N3CCN(CC(=O)Nc4ccccc4F)CC3)ncnc21
  40.1 | i | 0.0525
CCCOc1cccc(C2C(C(=O)c3ccco3)=C(O)C(=O)N2CCN(CC)CC)c1 (centres undefined)
  57.8 | i | 0.125
CC1(C(=O)NCC(=O)c2cccs2)Cc2ccccc2C(=O)O1 (centres undefined)
  62.4 | i | 0.0736
O=C1CCc2cc(NC(=O)NCc3ccc(Cl)cc3)ccc2N1
  55.8 | i | 0.124
CCOc1ccc(NC(=O)Nc2ccc(Nc3cc(-n4ccnc4)ncn3)cc2)cc1
  51.0 | i | 0.0588
O=C(NCc1ccc(F)cc1)C1CN(c2nc3c(C(F)(F)F)cccc3s2)C1
  57.9 | i | 0.0893
Cc1nn(C2CCS(=O)(=O)C2)c(C)c1CC(=O)Nc1ccccc1C(N)=O (centres undefined)
  61.8 | i | 0.126
Cc1ccc(Nc2ccc(NC(=O)/C=C/c3ccccc3)cc2)nn1
  57.2 | i | 0.126
COc1ccc(C(F)(F)F)cc1N
  47.1 | i | 0.0371
CSc1ccccc1CN1CCC(CNC(=O)c2cccc(C#N)c2)CC1
  43.3 | i | 0.0361
Cc1cccc(N2C(=O)CC(c3cn(C)c4ccccc34)C2=O)c1 (centres undefined)
  44.8 | i | 0.0521
Cc1cc(C)c2sc(N3CCN(C(=O)c4cc(C)no4)CC3)nc2c1
  40.9 | i | 0.0554
Cc1noc(C2CN(C(=O)/C=C/c3ccc4c(c3)OCO4)C2)n1
  74.8 | i | 0.153
CCOC(=O)c1sc(NC(=O)c2nc3ccccc3s2)cc1C
  69.8 | i | 0.0777
COc1ccc(S(=O)(=O)N2CCCOC2CNC(=O)C(=O)NCCC(C)C)cc1 (centres undefined)
  59.5 | i | 0.0802
CC(Oc1ccccc1F)C(=O)Nc1ccc(-c2cn3ccsc3n2)cc1 (centres undefined)
  65.1 | i | 0.104
Cc1cc(NC(=O)C(=O)NCC2CCN(C(C)C)CC2)c2ccccc2n1
  60.4* | + | 0.186*
O=C(COc1ccccc1)Nc1ccc(N2CCCS2(=O)=O)cc1
  51.4 | i | 0.0327
COCCNC(=O)NCC1CCN(Cc2ccccc2SC)CC1
  43.7 | i | 0.0798
Cc1ccc(N2C(=O)CCS2(=O)=O)cc1S(=O)(=O)N(Cc1ccccc1)C(C)C
  59.7 | i | 0.094
CC(C)(C)C(=O)Nn1cnc2c(cnn2-c2ccccc2)c1=O
  42.6 | i | 0.0354
COCCN1CCC(NC(=O)C2(c3ccccc3)CCOCC2)CC1
  62.4 | i | 0.0715
CCN(c1ccccc1)C1SC(=O)N(c2ccc(F)cc2)C1=O (centres undefined)
  59.7 | i | 0.0908
CCOc1ccc(/C(O)=C2\C(=O)C(=O)N(CCN(CC)CC)C2c2ccccn2)cc1 (centres undefined)
  51.1 | i | 0.116
COc1ccc(-c2ccc(=O)n(CCCC(=O)N3CCc4ccccc43)n2)cc1OC
  34.0 | i | 0.0588
O=C(c1cccc(Cl)c1)N1CCN(S(=O)(=O)c2cc3c4c(c2)CCC(=O)N4CCC3)CC1
  52.8 | i | 0.0998
CCOC(=O)CCC(=O)N1CCN(Cc2nc(-c3ccco3)cs2)CC1
  45.8 | i | 0.118
Cc1ccc(C)c(CSc2ccc(-c3ccc4c(c3)OCO4)nn2)c1
  52.2 | i | 0.0392
COc1ccc(-c2cc3ccc4c(c3oc2=O)CN(Cc2ccco2)CO4)c(OC)c1
  23.1 | i | 0.0267
O=C(/C=C/c1cccs1)NCC1CCN(C(=O)/C=C/c2ccco2)CC1
  53.9 | i | 0.0365
COc1ccccc1-c1ccc(N2CCC(C(=O)Nc3nccs3)CC2)nn1
  74.9 | i | 0.155
CC(O)(CNC(=O)NCCCc1ccccc1)C1CC1 (centres undefined)
  64.9 | i | 0.108
CC(C)(C)n1ncc2c(=O)n(NC(=O)c3cccc(Br)c3)cnc21
  26.4 | i | 0.0214
CS(=O)(=O)N1CCCc2ccc(NC(=O)C(=O)NCc3ccc(Cl)cc3)cc21
  45.5 | i | 0.0556
COCCNC(=O)Cc1ccc(NC(=O)Cc2cccs2)cc1
  43.7 | i | 0.0943
CC(=O)Nc1cccc(NC(=O)c2ccc(N3CCCCS3(=O)=O)cc2)c1
  54.6 | i | 0.106
CCOc1ccc2nc(N(Cc3cccnc3)C(=O)c3ccnn3CC)sc2c1
  68.7 | i | 0.112

# 4 of the compounds above, as tab-separated lines.
compound	AMPAR-TARP mod glutamate slope	AMPAR-TARP mod	AMPAR-TARP mod agonism max-min
CCOc1ccc2nc(N(Cc3cccnc3)C(=O)c3ccnn3CC)sc2c1	68.7	i	0.112
CC(O)(CNC(=O)NCCCc1ccccc1)C1CC1 (centres undefined)	64.9	i	0.108
COc1ccccc1-c1ccc(N2CCC(C(=O)Nc3nccs3)CC2)nn1	74.9	i	0.155
COc1ccc(-c2cc3ccc4c(c3oc2=O)CN(Cc2ccco2)CO4)c(OC)c1	23.1	i	0.0267

# Next records
# The line under a structure holds: AMPAR-TARP mod glutamate slope | AMPAR-TARP mod | AMPAR-TARP mod agonism max-min
Cc1ccc(Cl)c2sc(N(CCN3CCOCC3)C(=O)C3CCCCC3)nc12
  60.4 | i | 0.115
Cn1nnc2c(N3CCN(C(=O)Cc4cccs4)CC3)ncnc21
  42.2 | i | 0.11
O=C(Nc1ccc(F)c([N+](=O)[O-])c1)c1ccc(=O)n(Cc2ccccc2Cl)c1
  55.9 | i | 0.191
CCOc1ccc(NC(=O)Cn2nc(SC)c(-c3nc(-c4ccc(OC)cc4)no3)c2N)cc1
  45.4 | i | 0.131
O=C(N1CCOCC1)N1CCN(S(=O)(=O)c2ccc(F)cc2)CC1
  61.1 | i | 0.0885
C=CCNC(=O)C(=O)NCCC1CCCCN1S(=O)(=O)c1ccc(F)cc1 (centres undefined)
  61.1 | i | 0.0534
COc1ccc(C(=O)N2CCN(c3ncnc4c3nnn4C)CC2)cc1OC
  37.2 | i | 0.0497
N#CCOc1ccc2c(=O)c(-c3ccccc3)coc2c1
  59.7 | i | 0.0502
O=C(COc1ccc(F)cc1F)N1CCN(c2ccc3nnc(-c4ccco4)n3n2)CC1
  49.1 | i | 0.132
COc1ccc(S(=O)(=O)N2CCCOC2CNC(=O)C(=O)NCC(C)C)cc1 (centres undefined)
  53.0 | i | 0.0542
COc1ccc(N2CCN(C(=O)c3ccccc3C)CC2)nn1
  58.5 | i | 0.0491
COc1ccc(CC(=O)Nc2cccc(-c3ccc(=O)n(C)n3)c2)cc1
  46.3 | i | 0.0521
O=C(c1ccccc1F)N1CCC(CNS(=O)(=O)c2ccc(OC(F)(F)F)cc2)CC1
  45.9 | i | 0.036
CCOCCn1c(=O)c2c(nc3n(-c4ccc(C)cc4C)c(-c4ccccc4)cn23)n(C)c1=O
  41.4 | i | 0.0489
COc1ccc(N2CCN(c3nc4c(c(=O)[nH]c(=O)n4C)n3Cc3ccc(F)cc3)CC2)cc1
  61.8 | i | 0.0953
COc1ccc(Br)c(C(=O)Nc2nnc(Cc3ccc(F)cc3)o2)c1
  67.9 | i | 0.105
CCOCCCNS(=O)(=O)c1cc(Cl)c(C)cc1OCC
  81.7 | i | 0.0809
Cc1ccc(NC(=O)C23CC4CC(CC(C4)C2)C3)c(C)c1
  42.5 | i | 0.0286
COc1ccc(S(=O)(=O)N(C)C2CCCCC2)cc1C(C)(C)C
  61.2 | i | 0.0715
CCOc1ccc(C(=O)Nc2sc3c(c2-c2nc4ccccc4s2)CCN(CC)C3)cc1
  48.3 | i | 0.13

# Part of the list above, reformatted:
SMILES | AMPAR-TARP mod glutamate slope | AMPAR-TARP mod | AMPAR-TARP mod agonism max-min
O=C(c1ccccc1F)N1CCC(CNS(=O)(=O)c2ccc(OC(F)(F)F)cc2)CC1 | 45.9 | i | 0.036
COc1ccc(CC(=O)Nc2cccc(-c3ccc(=O)n(C)n3)c2)cc1 | 46.3 | i | 0.0521

# Going on with the list.
# The line under a structure holds: AMPAR-TARP mod glutamate slope | AMPAR-TARP mod | AMPAR-TARP mod agonism max-min
COc1ccc(S(=O)(=O)CCCC(=O)Nc2cccc(OC)c2)cc1
  61.9 | i | 0.0928
Cc1ccc(NC(=O)N2CCC3(CC2)NC(=O)N(Cc2ccc(Cl)cc2)C3=O)cc1F
  27.7* | + | 0.132*
O=C(COc1ccc(Cl)cc1Cl)NCC(O)(c1ccccc1)C(F)(F)F (centres undefined)
  50.4 | i | 0.14
CCCn1c(-n2nc(C)cc2C)nc2c1c(=O)n(CC(=O)OC)c(=O)n2C
  33.1 | i | 0.045
Cc1cccc2sc(N3CCN(C(=O)c4ccn(C)n4)CC3)nc12
  49.7 | i | 0.0811
CC(C)Sc1ccc(C(=O)Nc2nccs2)cc1
  50.6 | i | 0.0558
Cc1ccsc1C(O)CNC(=O)Cn1c(=O)oc2ccccc21 (centres undefined)
  53.4 | i | 0.0969
Cn1c(=O)c2c(SCC(=O)NC3CCCC3)ccnc2n(C)c1=O
  49.9 | i | 0.0955
CCOC(=O)N1CCN(CC(O)COc2ccc3c(c2)OCO3)CC1 (centres undefined)
  46.6 | i | 0.042
CC1CCc2cc(F)ccc2N1C(=O)CCN1C(=O)c2ccccc2S1(=O)=O (centres undefined)
  54.9 | i | 0.0539
O=C1CCS(=O)(=O)N1c1ccc(S(=O)(=O)NCc2ccncc2)cc1
  67.9 | i | 0.0848
O=C(NCCOCCO)C(=O)Nc1c2c(nn1-c1ccccc1)CS(=O)(=O)C2
  63.0 | i | 0.0952
CCN(CC)CCN1C(=O)C(=O)/C(=C(/O)c2ccc(OC)c(C)c2)C1c1ccccn1 (centres undefined)
  53.7 | i | 0.111
Cn1c(=O)c2c(nc(N3CCCC3)n2CC(O)c2ccccc2)n(C)c1=O (centres undefined)
  54.4 | i | 0.129
NC(=O)c1ccccc1NC(=O)c1ccc(=O)n(Cc2cccc(F)c2)c1
  63.9 | i | 0.128
CCOC(=O)c1ccc2nc(NC(=O)C3CCCCN3S(C)(=O)=O)sc2c1 (centres undefined)
  52.2 | i | 0.125
O=C(CCS(=O)(=O)c1ccccc1)Nc1ccc2c(c1)CN(C(=O)c1ccco1)CC2
  59.8 | i | 0.071
CCOc1ccc(C(=O)Nc2ccc3c(c2)N(C(=O)CC)CCC3)cc1OCC
  54.3 | i | 0.0997
O=C(Nc1ccccc1Cl)N1CCC2(CC1)NC(=O)N(CCOc1ccccc1)C2=O
  30.1 | i | 0.0783
Cc1cc(C)nc(SCc2c(C(=O)N3CCc4ccccc43)nnn2-c2ccccc2)n1
  61.5 | i | 0.0629
CCOc1ccccc1C(=O)N1CCN(c2ncnc3c2nnn3C)CC1
  16.3 | i | 0.0556
CC(C)c1cc(=O)[nH]c(-n2nc(C3CC3)cc2NC(=O)CCC2CCCCC2)n1
  58.9 | i | 0.0997
CC(=O)Nc1ccc(-n2c(N)c(C(=O)NC3CCCC3)c3nc4ccccc4nc32)cc1
  51.6 | i | 0.153
CCOC(=O)N1CCN(C(=O)Nc2cn(CCOC)c3ccccc23)CC1
  64.1 | i | 0.0475
O=S(=O)(NCCOc1ccc(-c2ccc(F)cc2)nn1)c1ccc(Cl)cc1
  51.6 | i | 0.0411
CCOC(=O)c1ccc(NC(=O)c2cc(C)no2)cc1
  61.0 | i | 0.117
COc1ccc(C(=O)NCC2CCN(Cc3ccccc3)CC2)cc1
  44.5 | i | 0.0481
O=C(c1csc(NS(=O)(=O)c2ccccc2)n1)N1CCN(c2ccc(F)cc2)CC1
  54.6 | i | 0.0751
O=S(=O)(c1ccccc1)c1nc(-c2ccccc2Cl)oc1NCCCn1ccnc1
  48.2 | i | 0.119
Cc1cc(C)cc(OCCNC(=O)COc2ccc(Cl)cc2)c1
  63.4 | i | 0.096
O=C(c1ccc2ncsc2c1)N(CCN1CCOCC1)c1nc2c(F)cc(F)cc2s1
  37.9 | i | 0.101
CCNc1cc(NCCNC(=O)COc2ncccn2)nc(C)n1
  69.1 | i | 0.147
CCOc1ccccc1C(=O)Nc1cccc(-n2c(C)nc3ccccc3c2=O)c1
  32.2 | i | 0.0664
CCC(=O)N1CCCc2cc(NC(=O)c3cc(OC)cc(OC)c3)ccc21
  55.4 | i | 0.132
COc1ccccc1NC(=O)CSc1nc(=O)n(CCCO)c2c1CCC2
  46.7 | i | 0.0427
CCSc1cccc(C(=O)Nc2nnc(-c3cccnc3)o2)c1
  95.4 | i | 0.174

# Compound activity as filed in PubChem.

# Only part of the results is shown. The share of hits here may be higher or lower than overall.
